Bioassay records (PubChem)
RORg inh – blocks mouse ROR gamma transcriptional activity. actives 5.4% (n = 310,000). Potency, µM (doses to about 53.6 µM), without a hit: at the top dose activity change, negative = inhibition, most hits filed as inhibitors. Drosophila S2 Gal4-RORgamma UAS-luciferase reporter, 20 h. P51450. AID 2551; also: potency is read from the fitted curve at half-maximal effect; % is scaled to controls: 0 for no effect and ±100 for the full control effect; nearly all actives have a fitted effect of over 60% in size
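Luciferase reporter read in Schneider cells carrying Gal4-RORγ (mouse) and UAS-Photinus luciferase; cells given compound 1 h before 700 uM copper sulfate induction, then incubated 20 h at ambient temperature.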
TRPV1 ag – activates the human vanilloid receptor TRPV1 | actives 0.19% (n = 320,000) | AID 540275 | TRPV1-expressing cells, Fluo-8 calcium influx, agonist mode | activation, % at 8.33 µM; in the data active = activation above about 80%; inconclusive = between about 30% and that limit; also: 0% is about no effect
Target sequence (Q8NER1 whole entry, looked up): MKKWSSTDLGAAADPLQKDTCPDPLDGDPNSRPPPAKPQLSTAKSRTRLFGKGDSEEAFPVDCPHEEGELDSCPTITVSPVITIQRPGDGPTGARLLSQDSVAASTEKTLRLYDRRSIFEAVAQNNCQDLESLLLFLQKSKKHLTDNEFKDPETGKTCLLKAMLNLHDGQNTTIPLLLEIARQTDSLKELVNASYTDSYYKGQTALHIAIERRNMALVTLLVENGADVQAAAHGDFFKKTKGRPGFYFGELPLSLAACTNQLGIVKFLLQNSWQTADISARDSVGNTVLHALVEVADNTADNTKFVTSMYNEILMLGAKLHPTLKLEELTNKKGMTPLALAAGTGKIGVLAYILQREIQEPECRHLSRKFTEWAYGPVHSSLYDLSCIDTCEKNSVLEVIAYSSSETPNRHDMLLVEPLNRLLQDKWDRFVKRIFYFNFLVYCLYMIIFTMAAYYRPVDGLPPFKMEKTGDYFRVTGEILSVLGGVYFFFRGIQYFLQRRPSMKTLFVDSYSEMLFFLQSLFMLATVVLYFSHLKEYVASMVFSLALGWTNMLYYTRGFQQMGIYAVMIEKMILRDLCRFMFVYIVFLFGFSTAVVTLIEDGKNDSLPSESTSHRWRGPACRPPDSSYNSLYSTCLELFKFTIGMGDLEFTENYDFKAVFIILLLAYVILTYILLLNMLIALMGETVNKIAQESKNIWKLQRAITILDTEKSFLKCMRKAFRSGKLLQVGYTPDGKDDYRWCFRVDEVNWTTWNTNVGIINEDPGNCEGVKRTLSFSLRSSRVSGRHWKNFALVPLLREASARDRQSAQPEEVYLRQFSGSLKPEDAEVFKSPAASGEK
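Cells expressing TRPV1 were dye-loaded with Fluo-8 and read kinetically: 10 s baseline, 3 min after compound (agonist portion), then 2 min after EC20 capsaicin (allosteric enhancer portion). Calcium-bound dye fluorescence at 480/520 nm.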
ELG1 genotoxic – inducers of genotoxicity in HEK293T ELG1-luciferase cells; Potency, µM (doses to about 46 µM), for inactives: at the highest dose activity change, positive = activation, most hits filed as activators; HEK293T ELG1-luciferase reporter, luminescence, 16 h; actives 1.3% (n = 330,000); also: potency is read from the fitted curve at half-maximal effect; % of control where 0% means no effect; nearly all actives have a fitted effect of over 60% in size
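HEK293T cells expressing luciferase-tagged ELG1 were treated with compound or DMSO for 16 hr at 37°C. Luciferase activity was then read after 30 min with ONE-Glo at room temperature; rising signal flags genetic stress.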
VP16 counter – Gal4-VP16 reporter inhibition counter-screen; Drosophila S2 Gal4-VP16 UAS-luciferase, luminescence, 20 h; Potency, µM (series often up to 53.6 µM), for inactives: top-dose activity, negative = inhibition, hits mostly inhibitors; actives 3.5% (n = 310,000); AID 2546;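 also: Gal4-VP16 expression switched on by copper sulfate through the metallothionein promoter; potency is read from the fitted curve at half-maximal effect; % is scaled to controls: 0 for no effect and ±100 for the full control effect; nearly all actives have a fitted effect of over 50% in size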
FLuc counter – inhibits or activates purified firefly luciferase, miR-21 counter-screen | P08659 | Potency, µM (top dose mostly 57.5 µM), without a hit: at the top dose activity change, negative = inhibition, actives largely listed as inhibitors | actives 6.9% (n = 360,000) | AID 588342 | purified FLuc, Km substrates, luminescence inhibition;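 also: potency is read from the fitted curve at half-maximal effect; plate controls were vehicle for no effect and reference inhibitor for full effect; nearly all actives have a fitted effect of over 55% in size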
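Purified P. pyralis luciferase (10nM final) with 10uM D-luciferin and 10uM ATP (Km levels) in 50mM Tris acetate pH 7.5, 10mM Mg acetate, 0.01% Tween-20, 0.05% BSA; qHTS 6-point titration, ~60 µM downward; luminescence read.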
Tb PFK inh – T. brucei PFK enzyme inhibition; O15648; T. brucei PFK, ADP-Glo luminescence; Potency, µM (highest dose often 57.5 µM), for inactives: at the highest dose activity, negative = inhibition, usual class: inhibitors; actives 0.17% (n = 330,000); AID 485367;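 also: potency is read from the fitted curve at half-maximal effect; 0% = uninhibited 1x PFK enzyme wells and -100% = no-enzyme wells; nearly all actives have a fitted effect of over 60% in size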
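ADP-Glo luminescence quantified ADP after 45 min at room temperature, with 1.25 nM T. brucei PFK, 0.1 mM ATP and 0.5 mM fructose-6-phosphate in pH 8.0 TEA buffer. qHTS titrations up to 57 µM; curves classified by quality.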
Rab9 promoter act – Rab9 promoter activation; Huh7 Rab9 promoter-luciferase reporter, luminescence, 24 h; Potency, µM (top dose mostly 9.22 µM), inactives show top-dose activation, negative = inhibition, most hits filed as activators; actives 2.8% (n = 320,000); AID 485297; also: potency is read from the fitted curve at half-maximal effect; % of control where 0% means no effect; nearly all actives have a fitted effect of over 60% in size
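Huh7 reporter line, Rab9 promoter upstream of luciferase. Compound exposure 24 h at 37 °C in reduced-serum medium with 10% FBS. Read-out: luminescence.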
BRCA1 expr act – BRCA1 expression activation; Potency, µM (highest dose often 46.1 µM), inactives show at the highest dose activation, hits mostly activators; MCF7-BRCA1-FFLuc reporter, luminescence, 48 h; response scale: scaled: vehicle 0%, 10 µM genistein 100%; actives 1.1% (n = 380,000); AID 624202; also: potency is read from the fitted curve at half-maximal effect; nearly all actives have a fitted effect of over 80% in size; some results filed as inactive show a strong effect at the top dose
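Quantitative HTS in MCF7 cells stably reporting BRCA1 expression via firefly luciferase. Compound treatment lasts 48 h at 37 °C in phenol-red free MEM. Activation is expressed relative to genistein at 10 microM and DMSO.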
p53 reactivation – mutant p53 re-activation in reporter cells | H1299 p53-A138V BP100-luciferase reporter, luminescence, 24 h | Potency, µM (doses to about 92.2 µM), for the others: at the highest dose activity change, positive = activation, most hits filed as activators | actives 0.063% (n = 320,000) | AID 504706; also: potency is read from the fitted curve at half-maximal effect; % of control where 0% means no effect; nearly all actives have a fitted effect of over 45% in size
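H1299 (p53-null), stable ts p53-A138V + BP100-Luc; 1000 cells/well, Opti-MEM/10% FBS; cpd 4 pt, 1:5; 24 h, 37 deg C, 5% CO2; detection reagent 10 min RT; luminescence.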
ELG1 repair inh – blocks ELG1-dependent DNA repair in HEK293T cells. actives 2.3% (n = 330,000). AID 504467. Potency, µM (titrated, usually from 46.1 µM), for inactives: at the highest dose activity change, negative = inhibition, actives largely listed as inhibitors. HEK293T ELG1-luciferase reporter, luminescence, 16 h; DNA damage induced by 5-fluorouridine; also: potency is read from the fitted curve at half-maximal effect; % is scaled to controls: 0 for no effect and ±100 for the full control effect; nearly all actives have a fitted effect of over 55% in size
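Step one: seed 2,000 cells per well. Step two: pin-transfer compound or DMSO alongside 5-fluorouridine. Step three: incubate 16 hr, 37 °C, 5% CO2. Step four: add ONE-Glo, wait 30 min, read luminescence.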
NPC1 promoter act – NPC1 promoter activation. Huh7 NPC1 promoter luciferase reporter, 24 h. Potency, µM (highest dose often 9.22 µM), for inactives: top-dose activation, usual class: activators. actives 2.4% (n = 320,000);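 also: potency is read from the fitted curve at half-maximal effect; % of control where 0% means no effect; nearly all actives have a fitted effect of over 60% in size; reporter is driven by a mutant NPC1 promoter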
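Stably transfected Huh7 (NPC1 promoter→luciferase), 1500 cells/well in Opti-MEM + 10% FBS, 2 h settle, then compound 24 h at 37 °C. Luminescence after 10 min with Amplite reagent.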
* = called active by the depositor; u = inconclusive; x = no result given; [ ] = dose if it differs, or a comment. Unless noted, calls follow the shape of the dose curve; as a rule, active = well fitted curve in the direction sought with a large enough effect; inconclusive = small, poorly fitted or top-dose-only effect, or another doubt; inactive = no such curve, though single readings can be large; an effect the other way counts as inactive or inconclusive.

#1 CC(C)(C)NS(=O)(=O)c1ccc(NC(=O)C(Sc2ccccc2)c2ccccc2)cc1 (configuration not stated)
#2 COc1ccccc1NC(=O)CSc1sc2c(O)cc(=O)[nH]c2c1C#N
#3 CCOc1ccccc1-c1ccc(C(=O)NCc2ccccc2)o1
#4 Cc1cc(C)c2c(-c3ccc(F)cc3)c(C#N)c(=O)n(C)c2n1
#5 O=C1NC(=Nc2ccc(F)cc2)CS1
#6 Nc1c(C(=O)NCCC2=CCCCC2)sc2ccc(S(=O)(=O)N3CCCCC3)cc12

screen / no.	1	2	3	4	5	6
RORg inh	u	-2%	-14%	-20%	u	43%
TRPV1 ag	-3	-2	u	1	-1	-3
ELG1 genotoxic	-14%	-4%	2%	4%	1%	0%
VP16 counter	-9%	3%	-16%	-2%	-9%	-2%
FLuc counter	3%	5%	-19%	0%	-14%	1%
Tb PFK inh	-8%	4%	2%	2%	-3%	-4%
Rab9 promoter act	-1%	-1%	u	0%	-1%	-6%
BRCA1 expr act	6%[1.84 µM]	-10%	76%	-39%	4%	-56%
p53 reactivation	0%	0%	-3%	18%	-1%	2%
ELG1 repair inh	u	-6%	-2%	12%	15%	u
NPC1 promoter act	-2%	-3%	u	-1%	-2%	-5%

Single records, from the list above.
Profile of Nc1c(C(=O)NCCC2=CCCCC2)sc2ccc(S(=O)(=O)N3CCCCC3)cc12 = RORg inh: 43%; TRPV1 ag: -3; ELG1 genotoxic: 0%; VP16 counter: -2%; FLuc counter: 1%; Tb PFK inh: -4%; Rab9 promoter act: -6%; BRCA1 expr act: -56%; p53 reactivation: 2%; ELG1 repair inh: u; NPC1 promoter act: -5%
Profile of O=C1NC(=Nc2ccc(F)cc2)CS1 = RORg inh: u; TRPV1 ag: -1; ELG1 genotoxic: 1%; VP16 counter: -9%; FLuc counter: -14%; Tb PFK inh: -3%; Rab9 promoter act: -1%; BRCA1 expr act: 4%; p53 reactivation: -1%; ELG1 repair inh: 15%; NPC1 promoter act: -2%
Profile of Cc1cc(C)c2c(-c3ccc(F)cc3)c(C#N)c(=O)n(C)c2n1 = RORg inh: -20%; TRPV1 ag: 1; ELG1 genotoxic: 4%; VP16 counter: -2%; FLuc counter: 0%; Tb PFK inh: 2%; Rab9 promoter act: 0%; BRCA1 expr act: -39%; p53 reactivation: 18%; ELG1 repair inh: 12%; NPC1 promoter act: -1%

Additional structures.
#7 O=C(Cn1nnc(-c2ccc(N3CCOCC3)cc2)n1)N1CCOCC1
#8 Cc1ccc(NS(=O)(=O)c2ccc(C(=O)N3CCN(c4ccccn4)CC3)cc2)cc1
#9 COC(=O)c1ccccc1NC(=O)CSc1nc2ncccc2[nH]1
#10 CCCCn1c(N)c(N(CC)C(=O)C2=NN(c3ccccc3)C(=O)CC2)c(=O)[nH]c1=O
#11 COc1ccc(C(c2nnnn2Cc2ccccc2)N2CCN(c3nc4ccccc4s3)CC2)cc1OC (configuration not stated)
#12 CC(C)C(NC(=O)c1c(F)cccc1F)C(=O)NCc1ccc(S(=O)(=O)N2CCOCC2)cc1 (configuration not stated)

screen / no.	7	8	9	10	11	12
RORg inh	u	-37%	18%	x	u	x
TRPV1 ag	0	4	3	0	2	2
ELG1 genotoxic	14%	-14%	-2%	5%	-3%	2%
VP16 counter	u	u	-6%	x	3%	x
FLuc counter	11µM*	4%	0%	2%	-1%	0%
Tb PFK inh	0%	-2%	6%	-5%	0%	-1%
Rab9 promoter act	27%	-23%	-3%	-5%	-1%	-1%
BRCA1 expr act	87%	-45%	-1%	-27%	-37%	-2%
p53 reactivation	8%	-1%	-1%	3%	-4%	4%
ELG1 repair inh	u	15µM*	2%	19%	u	11%
NPC1 promoter act	u	-3%	0%	-4%	-6%	-3%

#13 N#Cc1nc(COc2ccc(Br)cc2)oc1N1CCCC1
#14 CC(=O)c1ccc(NC(=O)COc2ccccc2C(=O)Nc2ccc(C)cn2)cc1
#15 O=C(O)COc1ccccc1/C=C1\SC(=S)N(NC(=O)c2ccccc2O)C1=O
#16 CC1=CC(C)(C)Nc2ccc(OC(=O)C(Cc3ccccc3)N3C(=O)c4ccccc4C3=O)cc21 (configuration not stated)
#17 COc1ccc(C(=O)c2oc3nc(C)cc(C)c3c2N)cc1
#18 COCC(=O)N(Cc1cc2ccc(C)cc2[nH]c1=O)c1ccc(C)cc1C

screen / no.	13	14	15	16	17	18
RORg inh	u	13%	x	u	5%	-21%
TRPV1 ag	-1	8	1	-1	u	-6
ELG1 genotoxic	1%	16%	1%	-5%	1%	-2%
VP16 counter	11%	2%	x	-18%	-1%	-2%
FLuc counter	-10%	-17%	u	2%	12µM*	1%
Tb PFK inh	-5%	1%	0%	2%	2%	0%
Rab9 promoter act	-1%	12%	-2%	2%	18%	-3%
BRCA1 expr act	-31%	6%	8%	-58%	-12%	-11%
p53 reactivation	2%	17%	-2%	-42%[inhibitor]	15%	x
ELG1 repair inh	u	-1%	8%	8%	u	-9%
NPC1 promoter act	4%	-1%	-3%	-6%	0%	3%

#19 COc1ccccc1OCC(=O)NCc1nc(-c2ccccc2)no1
#20 COC(=O)C1=C(C)N(c2ccc(F)cc2)C(=O)C1
#21 COc1ccc(Oc2cccc(Cl)c2CNC(=O)CCC(=O)O)cc1
#22 CS(=O)(=O)N(CC(=O)NCCSc1ccccn1)c1ccc(F)cc1
#23 CCCNC(=O)Cn1cnc2sc(C(=O)N3CCN(CCC)CC3)c(C)c2c1=O
#24 Cc1cc(C)cc(NC(=O)CSc2nnc(-c3ccccc3Br)o2)c1

screen / no.	19	20	21	22	23	24
RORg inh	-5%	-4%	10%	13%	-19%	1%
TRPV1 ag	13	2	0	-1	9	2
ELG1 genotoxic	-2%	0%	-4%	0%	-1%	u
VP16 counter	8%	16%	-3%	-6%	-2%	-4%
FLuc counter	6%	3%	3%	-2%	6%	0%
Tb PFK inh	-2%	6%	0%	-2%	0%	6%
Rab9 promoter act	-2%	-6%	-3%	2%	0%	-1%
BRCA1 expr act	-1%	-3%	-14%	26%	9%	29%
p53 reactivation	9%	0%	-2%	-2%	-2%	-5%
ELG1 repair inh	-5%	7%	-5%	-3%	13%	u
NPC1 promoter act	0%	-4%	-6%	-9%	-5%	0%

(listing goes on)
No.	SMILES	RORg inh	TRPV1 ag	ELG1 genotoxic	VP16 counter	FLuc counter	Tb PFK inh	Rab9 promoter act	BRCA1 expr act	p53 reactivation	ELG1 repair inh	NPC1 promoter act
25	Cc1ccc(NC(=O)CCc2ccc(C)o2)cc1	-12%[1.91 µM]	u	7%	-9%	-16%	-1%	3%	35%	x	6%	-3%
26	CCN(C(=O)CN1C(=O)S/C(=C\c2cccc(Cl)c2)C1=O)C1CCS(=O)(=O)C1 (configuration not stated)	17%	-5	0%	-3%	-17%	6%	-2%	-16%	-1%	0%	-5%
27	CCOC(=O)c1c(NC(=O)COC(=O)c2ccc(C)s2)sc2c1CC(C)(C)NC2(C)C	x	-1	2%	x	-1%	2%	1%	-17%	-11%	11%	-1%
28	COc1ccccc1OCC(=O)NNC(=O)CSC(=S)N1CCCC1	x	1	1%	x	4%	-1%	-3%	-12%	-15%	17%	-1%
29	CCC(C)NC(=O)CO/N=C/c1ccccc1OC(F)F (configuration not stated)	3%	-4	0%	-2%	-4%	-9%	-3%	-21%	5%	0%	-2%
30	N#CC1=C(N)SC(C(=O)c2ccccc2)C1c1cccs1 (configuration not stated)	4%	-4	-8%	3%	-2%	-5%	0%	6%	-7%	-21%	0%
31	Cc1c(NC(=O)C(C)Oc2ccccc2F)c(=O)n(-c2ccccc2)n1C (configuration not stated)	0%	-3	1%	-11%	2%	2%	-1%	-5%	-3%	3%	0%
32	COc1ccc(NC(=O)CN(C)C(=O)/C=C/c2ccc(S(=O)(=O)N3CCCCCC3)cc2)cc1	x	1	u	x	3%	0%	-4%	-31%	-7%	u	-5%
33	COc1ccc(NC(=O)c2sc3nc(N4CCOCC4)c4c(c3c2N)CC(C)(C)OC4)cc1	-19%	1	19%	3%	4%	1%	0%	3%	5%	0.41µM*	-4%
34	CN(C)CCCCOc1ccccc1-c1ccccc1	3%	7	-1%	1%	-2%	-2%	-2%	-1%	-5%	-9%	2%
35	Cc1cc(S(=O)(=O)NCc2ccccc2)ccc1OCC(=O)NCc1cccnc1	7%	-1	-5%	5%	-1%	-2%	3%	-31%	-2%	0%	-2%
36	Cc1nc(NCc2ccco2)c2c3c(sc2n1)CCC3	-19%	17	1%	4%	2%	-5%	14%	-17%	-4%	-28%	-14%
